Assay outcomes deposited in PubChem by Broad Institute.
Tcruzi prolif = inhibitors of T. cruzi proliferation. 77,000 compounds, 5.9% hits. T. cruzi beta-gal in NIH3T3, GalScreen luminescence, 90 h. inhibition, % at 8.34 µM;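 active = mean inhibition above about 93%, with at least 55% of replicates each passing it, limit read from the data, passing the limit was not always enough; inconclusive = only one of those two conditions holds; inactive = neither condition holds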
GASC1 inh = KDM4C (human) demethylase inhibition. Q9H3R0. GST-KDM4C 2-372, H3K9me3 peptide, LANCE TR-FRET. inhibition, % at 12.5 µM. 96,000 compounds, 0.15% hits;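 active = mean replicate inhibition above about 25%, with at least 55% of replicates also reaching it, limit read from the data, passing the limit was not always enough; inconclusive = only one of those two conditions met; inactive = neither condition met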
Target sequence (Q9H3R0 2-372 limits assumed): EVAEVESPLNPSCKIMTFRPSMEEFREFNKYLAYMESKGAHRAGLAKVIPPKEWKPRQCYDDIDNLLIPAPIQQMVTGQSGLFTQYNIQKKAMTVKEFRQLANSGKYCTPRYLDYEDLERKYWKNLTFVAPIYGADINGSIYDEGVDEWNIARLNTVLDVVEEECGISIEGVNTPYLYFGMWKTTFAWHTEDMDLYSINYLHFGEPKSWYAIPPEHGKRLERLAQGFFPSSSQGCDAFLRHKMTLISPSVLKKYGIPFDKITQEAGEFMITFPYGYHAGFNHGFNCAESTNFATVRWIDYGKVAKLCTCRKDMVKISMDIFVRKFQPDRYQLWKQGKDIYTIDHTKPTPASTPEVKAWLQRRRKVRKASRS
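material = GST-tagged GASC-1 (JMJD2C) catalytic fragment, aa 2-372 | amount = enzyme final amount 10 nM | medium = HEPES buffer, pH 7.5, plus ascorbate | also added = H3K9me3 peptide substrate, Fe(II), 2-oxoglutarate | dosing = single dose | times = 30 min demethylation and 1 h detection at room temperature | detection = LANCE TR-FRET | read-out basis = Fall in 671/618 emission ratio as inhibition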
C diff HTS = C. difficile growth inhibition; Clostridium difficile clinical isolate growth, OD600, 24 h; stronger effect = lower value; growth activity, negative = inhibition, % at 16 µg/mL (by protocol); 86,000 compounds, 0.25% hits; AID 1259249;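 active = mean growth activity at or below -80% and every replicate also at or below -80%; inconclusive = mean at or below -80% but some replicate above -80%; inactive = mean growth activity above -80%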;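 also: 0% = DMSO wells and -100% = levofloxacin 16 µg/mL wells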
Pf Dd2 inh = P. falciparum Dd2 growth inhibition; 94,000 compounds, 2.3% hits; activity change, % at 10 µM; AID 1159554; SYBR Green, 72 h; stronger effect = lower value; in the data active = activity change below about -80%; inconclusive = no clear call, values can overlap the other calls
* marks the source's active call; other numbers are inactive results; ? = inconclusive; . = no result given; & = joins results of further samples. No enrichment for hits, and some 6.7% of all compounds hit somewhere here.

The opening two records, to show the layout:
structure	Tcruzi prolif	GASC1 inh	C diff HTS	Pf Dd2 inh
COc1ccc(S(=O)(=O)N(C)C[C@H]2OCCCC[C@H](C)Oc3ccc(NS(C)(=O)=O)cc3C(=O)N([C@H](C)CO)C[C@@H]2C)cc1	-77	-1.4	5	-26
COc1ccccc1S(=O)(=O)N[C@@H]1CC[C@H](CC(=O)N2CCOCC2)O[C@@H]1CO	17	1.2	-1	-1

This part in full (from the top)
structure	Tcruzi prolif	GASC1 inh	C diff HTS	Pf Dd2 inh
COc1ccc(S(=O)(=O)N(C)C[C@H]2OCCCC[C@H](C)Oc3ccc(NS(C)(=O)=O)cc3C(=O)N([C@H](C)CO)C[C@@H]2C)cc1	-77	-1.4	5	-26
COc1ccccc1S(=O)(=O)N[C@@H]1CC[C@H](CC(=O)N2CCOCC2)O[C@@H]1CO	17	1.2	-1	-1
CO[C@H]1CN(C)C(=O)c2cc(NC(=O)Nc3ccccc3)ccc2OC[C@@H](C)N(CC2CC2)C[C@@H]1C	-18	-0.3	.	-29
O=C(Nc1ccc(F)cc1)N1C[C@H]2[C@@H](c3ccccc31)[C@@H](CO)N2C(=O)Cc1ccccn1	0	3.0	10	-5
CCC(=O)Nc1ccc2c(c1)C(=O)N(C)[C@@H]1CC[C@H](CC(=O)NCCCN(C)C)O[C@@H]1CO2	47	4.2	-1	-12
CCCC#Cc1ccc2c(c1)O[C@H](CN(C)CC1CC1)[C@H](C)CN([C@@H](C)CO)S2(=O)=O	33	0.6	.	-55
C[C@H](CO)N1C[C@H](C)[C@H](CN(C)S(C)(=O)=O)Oc2ncc(C#CCN(C)C)cc2C1=O	3&5	2.8	2&5	22&-7
O=C(C[C@@H]1CC[C@@H]2[C@H](COC[C@H](O)CN2Cc2ccc(C(F)(F)F)cc2)O1)NCCc1ccccc1	.	1.3	9&-23	-13
CC(C)CC#Cc1ccc([C@@H]2[C@@H](CO)N3C(=O)CN(C(=O)c4cccc(F)c4)C[C@@H]23)cc1	.	-0.8	-1	-47
COc1ccc(CNC(=O)N(C)C[C@H]2OCc3ccccc3-c3c(n(C)c4ccccc34)C(=O)N([C@H](C)CO)C[C@H]2C)cc1	62	-0.1	-4	?
CC(=O)N1[C@H](CO)[C@H](c2ccc(-c3cccnc3)cc2)[C@H]1CNC(=O)C1CC1	.	1.6	-5	7
O=C(C[C@H]1C[C@H]2c3cc(NC(=O)NC4CCCCC4)ccc3O[C@H]2[C@@H](CO)O1)NCC(F)(F)F	-14	-0.4	.	16
CO[C@H]1CN(C)C(=O)c2cc(NC(=O)c3cc(C)on3)ccc2OC[C@@H](C)N(C(=O)C2CC2)C[C@H]1C	23	-4.1	-5	0
C/C=C/c1ccc([C@H]2[C@@H](CO)N(C(=O)C3CC3)[C@H]2CN(C)S(C)(=O)=O)cc1	.	2.1	2	-12
CNC[C@@H]1Oc2ccc(NC(=O)c3ccncc3)cc2C(=O)N([C@H](C)CO)C[C@H]1C	-18	0.4	-8	16
COc1cccc(S(=O)(=O)N2CCCCN3[C@H](CO)[C@H](c4ccc(C#CCC(C)C)cc4)[C@@H]3C2)c1	76	-2.7	-3	-24
CCCC(=O)Nc1ccc2c(c1)C(=O)N(C)C[C@@H](OC)[C@@H](C)CN(CCc1ccccc1)[C@H](C)CO2	-34	2.3	13	0
C[C@@H]1CN([C@@H](C)CO)C(=O)Cc2cc(NC(=O)C3CC3)ccc2O[C@@H]1CN(C)Cc1ccncc1	38	-0.2	0	11
CC(C)(O)C#Cc1ccc([C@@H]2[C@@H](CO)N3CCCCN(C(=O)c4cccnc4)C[C@@H]23)cc1	66	-0.2	1	40
CN(C)CC(=O)Nc1ccc2c(c1)[C@H]1C[C@H](CC(=O)NCc3ccncc3)O[C@H](CO)[C@H]1O2	-41	-0.8	1	9

Carrying on.
structure	Tcruzi prolif	GASC1 inh	C diff HTS	Pf Dd2 inh
CCC(=O)N1CC2(CCN(Cc3ccc(Cl)cc3)CC2)c2c(n(C)c3cc(OC)ccc23)[C@@H]1CO	.	0.3	-1	-78
COc1ccc(S(=O)(=O)N2C[C@@H](O)COC[C@H]3O[C@@H](CC(=O)NCc4ccc(Cl)c(Cl)c4)CC[C@@H]32)cc1	118*	10	-2&-4	-68
COCC(=O)N(C)C[C@@H]1Oc2ncc(C#Cc3ccc(OC)cc3)cc2C(=O)N([C@@H](C)CO)C[C@@H]1C	-44	-1.7	2	20
O=C(C1CCOCC1)N1CC(=O)N2[C@H](CO)[C@@H](c3ccc(Br)cc3)[C@@H]2C1	.	1.2	-4	31
NCC[C@@H]1CC[C@@H](NC(=O)Cc2ccncc2)[C@@H](CO)O1	-36	-0.3	-2	15
C/C=C/c1ccc([C@@H]2[C@@H](CO)N(C(=O)c3ccccc3)[C@@H]2CNC(C)C)cc1	17	2.3	-4	-46
C[C@@H]1CCCCO[C@@H](CN(C)Cc2ccc3c(c2)OCO3)[C@H](C)CN([C@H](C)CO)C(=O)c2cc(NC(=O)Nc3ccc(C(F)(F)F)cc3)ccc2O1	119*	-1.6	-95*	-69
COc1ccc(S(=O)(=O)N(C)C[C@@H]2OCCCC[C@@H](C)Oc3ccc(NC(=O)Nc4ccccc4)cc3C(=O)N([C@@H](C)CO)C[C@H]2C)cc1	?	-0.8	-6	-74
CNC[C@@H]1OCCCC[C@@H](C)Oc2ccc(NC(=O)NC3CCCCC3)cc2C(=O)N([C@H](C)CO)C[C@@H]1C	23	12	4	55
C[C@@H]1CN([C@@H](C)CO)C(=O)c2cccc(N(C)C)c2O[C@H]1CN(C)C(=O)Nc1ccc(F)cc1	.	-0.8	2	3
CO[C@H](CN(C)S(=O)(=O)c1ccc(Cl)cc1)[C@@H](C)CN(C(=O)Nc1ccccc1F)[C@@H](C)CO	58	0.8	.	-25
C[C@H]1CN([C@@H](C)CO)S(=O)(=O)c2ccc(-c3cncnc3)cc2O[C@@H]1CN(C)C(=O)Cc1ccccc1	.	2.5	0	-10
C/C=C/c1ccc([C@@H]2[C@@H](C#N)N(C(=O)CN3CCOCC3)[C@H]2CO)cc1	55	-0.1	-12	-17
COc1ccc(NC(=O)Nc2ccc3c(c2)CC(=O)N([C@H](C)CO)C[C@H](C)[C@H](CN(C)C(=O)Nc2c(C)noc2C)O3)cc1	21	-0.3	7	28
COc1ccc(-c2ccc([C@H]3[C@@H](CO)N4C(=O)CN(C(=O)C5CCOCC5)C[C@@H]34)cc2)cc1	.	-2.1	-5	24
O=C(Nc1ccc2c(c1)[C@@H]1C[C@@H](CC(=O)N3CCc4ccccc4C3)O[C@H](CO)[C@@H]1O2)NC1CCCC1	.	3.9	-7	-28
Cc1ccc(-c2ccc3c(c2)O[C@@H](CN(C)C)[C@@H](C)CN([C@H](C)CO)S3(=O)=O)cc1	10	-0.3	0	11
O=C(CC1CC1)N1CC2(C1)[C@H](c1ccccc1)[C@@H](CO)N2S(=O)(=O)Cc1ccccc1	.	0.3	2	-23
O=C(Nc1ccccc1F)N1CC(=O)N2[C@H](C1)[C@@H](c1ccc(C#Cc3ccc(F)cc3)cc1)[C@@H]2CO	.	-0.5	0	11
Cc1ccccc1S(=O)(=O)N1C[C@@H](O)COC[C@H]2O[C@@H](CC(=O)O)CC[C@@H]21	-19	4.7	-1&-9	24

Laid out differently: results already given.
The line under a structure holds: Tcruzi prolif | GASC1 inh | C diff HTS | Pf Dd2 inh
O=C(Nc1ccc2c(c1)[C@@H]1C[C@@H](CC(=O)N3CCc4ccccc4C3)O[C@H](CO)[C@@H]1O2)NC1CCCC1
  . | 3.9 | -7 | -28
Cc1ccc(-c2ccc3c(c2)O[C@@H](CN(C)C)[C@@H](C)CN([C@H](C)CO)S3(=O)=O)cc1
  10 | -0.3 | 0 | 11

Continuation.
structure	Tcruzi prolif	GASC1 inh	C diff HTS	Pf Dd2 inh
CCCN(C)C[C@H]1Oc2cc(C#Cc3ccccc3OC)ccc2S(=O)(=O)N([C@H](C)CO)C[C@H]1C	79	-2.0	3	-81*
Cc1ccccc1-c1ccc([C@H]2[C@H]3CN(C(=O)c4ccncc4)CC(=O)N3[C@H]2CO)cc1	.	-0.3	-9	-35
COc1ccc(-c2ccc([C@H]3[C@@H](CO)N4CCCCN(CC5CCOCC5)C[C@H]34)cc2)cc1	101*	-0.3	-9	-32
CCCC(=O)N1C[C@@H]2[C@H](c3ccccc31)[C@@H](CO)N2C(=O)Nc1ccccc1	-18	0.9	-4	-4
C/C=C/c1cccc(-c2nc(C(=O)NCc3ccccc3)cc3c2[C@H](CCO)N([S@@](=O)C(C)(C)C)C3)c1	50	-2.1	.	-42
Cc1ccc(S(=O)(=O)N(C)C[C@@H]2Oc3c(NC(=O)C4CCOCC4)cccc3C(=O)N([C@H](C)CO)C[C@H]2C)cc1	6	2.5	-5	-23
N#Cc1ccc(-c2ccc([C@H]3[C@H](CO)N4CCCCN(C(=O)Nc5ccc(F)cc5)C[C@@H]34)cc2)cc1	51	0.6	34	-15
C[C@@H]1CN([C@@H](C)CO)C(=O)Cc2cc(NC(=O)Cn3cnnn3)ccc2O[C@@H]1CN(C)Cc1ccc2c(c1)OCO2	11	0.3	-5	-11
C[C@H]1CN([C@@H](C)CO)C(=O)c2cc(C#Cc3ccc(F)cc3)cnc2O[C@@H]1CN(C)Cc1ccccn1	.	-1.1	-2	-53
C[C@@H]1CN([C@H](C)CO)C(=O)c2cc(NC(=O)Cn3cnnn3)ccc2O[C@@H]1CN(C)C	.	0.7	-1	11
COc1ccc(NC(=O)N(C)C[C@@H]2Oc3ccc(NC(=O)Cn4cnnn4)cc3CC(=O)N([C@H](C)CO)C[C@@H]2C)cc1	-7	-2.4	-2	-5
Cc1ccc(-c2cnc3c(c2)C(=O)N([C@H](C)CO)C[C@H](C)[C@@H](CN(C)C(=O)c2cccc(F)c2)O3)cc1	.	0.6	0	-50
COCC(=O)N1CC(=O)N2[C@H](C1)[C@H](c1ccc(C#CC3CCCC3)cc1)[C@@H]2CO	.	0.9	0	-16
CCC(=O)N1C[C@@H]2[C@H](c3ccccc31)[C@@H](CO)N2Cc1cc(F)ccc1F	18	-1.8	-5	-14
C[C@H](CO)N1C[C@H](C)[C@H](CN(C)S(=O)(=O)c2ccccc2)Oc2ncc(-c3cccc(F)c3)cc2C1=O	76	0.9	1	-4
COc1ccc(S(=O)(=O)Nc2cccc3c2O[C@H](CN(C)C(=O)Nc2c(C)noc2C)[C@H](C)CN([C@@H](C)CO)C3=O)cc1	84	0.5	2	13
CC=Cc1ccc2n(c1=O)C[C@@H]1[C@@H](CO)[C@H](C(=O)NCc3ccccn3)[C@H]2N1CCC (mixture of isomers)	54	1.1	-1	7
CC(=O)NC[C@H]1[C@H](c2ccc(C3=CCCCC3)cc2)[C@H](CO)N1C(=O)NC(C)C	27	3.3	.	-3
C[C@H]1CN([C@@H](C)CO)C(=O)c2cc(NS(=O)(=O)c3cn(C)cn3)ccc2O[C@H]1CN(C)Cc1ccc(C(=O)Nc2ccccc2N)cc1	16	-1.3	.	20
C[C@@H]1CN([C@@H](C)CO)C(=O)c2cccc(NS(=O)(=O)c3cccs3)c2O[C@@H]1CN(C)CC1CC1	26	4.9	3	18

Next section:
structure	Tcruzi prolif	GASC1 inh	C diff HTS	Pf Dd2 inh
CC(C)CC#Cc1ccc2c(c1)O[C@@H](CN(C)C(=O)c1ccccc1)[C@H](C)CN([C@H](C)CO)S2(=O)=O	.	-2.1	22	-75
COc1ccc(S(=O)(=O)Nc2ccc3c(c2)C(=O)N([C@@H](C)CO)C[C@@H](C)[C@@H](CN(C)C(=O)NC(C)C)OCCCC[C@H](C)O3)cc1	17	11	-3	.
O=C(c1ccc(F)cc1)N1CC[C@@H]2[C@H](CO)Nc3ccc(-c4ccccc4F)cc3[C@@H]21	?	-2.1	6	-3
O=C(c1ccccc1)N1C[C@H]2[C@@H](c3ccccc31)[C@@H](CO)N2C(=O)c1ccccn1	17	-2.7	0	2
CC(C)C(=O)Nc1ccc2c(c1)C(=O)N(C)[C@H]1CC[C@H](CC(=O)NCCCN(C)C)O[C@H]1CO2	-3	-0.5	-5	-41
CCN(C[C@@H]1[C@@H](c2ccccc2)[C@@H](CO)N1C(=O)COC)S(C)(=O)=O	47	0.2	-1	-13
CCCNC(=O)Nc1ccc2c(c1)C(=O)N(C)C[C@H](OC)[C@H](C)CN(C(=O)c1ccccc1F)[C@@H](C)CO2	-104	-0.4	.	-50
COc1cccc(NC(=O)N(C)C[C@@H]2Oc3ncc(C#Cc4cccnc4)cc3C(=O)N([C@H](C)CO)C[C@@H]2C)c1	-28	-2.1	5	-56
O=C(c1cccc(F)c1)N1CC[C@H]2[C@H](CO)Nc3ccc(-c4ccc(F)cc4)cc3[C@H]21	84	-1.6	4	-42
COCC(=O)N(C)C[C@H]1Oc2cc(Br)ccc2S(=O)(=O)N([C@H](C)CO)C[C@H]1C	25	.	0	55
